# GRP78 ERSR act – qHTS for Inducers of the Endoplasmic Reticulum Stress Response (ERSR) in Human Glioma: qHTS. 0.02% of 420,000 active. U87-MG GRP78 promoter luciferase reporter, 16 h. AID 602332, 2012. Potency, µM, without a hit: at the top dose activation, most hits filed as activators; note: potency is the fitted concentration of half-maximal effect; series mostly up to about 76 µM; % of control where 0% means no effect; nearly all actives have a fitted effect of over 35% in size
#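 ERSR induction read as luciferase luminescence (Bright-Glo, 10 min at room temperature) in stably transfected human U87-MG glioma cells exposed to compounds for 16 h, using GRP78 as sensor.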
# RXFP1 ag – qHTS Assay for Agonists of the Relaxin Receptor RXFP1; Relaxin receptor 1 (Homo sapiens), Q9HBX9; HEK293T-RXFP1 cAMP TR-FRET, 30 min; response scale: percent of porcine relaxin response, buffer zero; Potency, µM (top dose mostly 57.5 µM), for inactives: at the highest dose activation, hits mostly activators; 0.3% of 370,000 active; AID 2676, 2010; note: potency is the fitted concentration of half-maximal effect; % is set by controls: 0 for no effect and ±100 for the full control effect; nearly all actives have a fitted effect of over 60% in size; many of its hits are not listed in these tables
#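 HEK293T cells stably expressing RXFP1 were pretreated with the PDE4 inhibitor Ro 20174, exposed to compounds for 30 min at 37C, lysed, and cAMP was read by TR-FRET. Data normalized to buffer (basal) and 29 nM porcine relaxin (100%).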
# D1 antagonist – Antagonist of Human D 1 Dopamine Receptor: qHTS. D(1A) dopamine receptor (Homo sapiens), P21728. HEK293 TREx D1 cells, calcium flux, dopamine EC80; hits give low values. activity change, negative = inhibition, % at 10 µM. 3.2% of 360,000 active; in the data active = activity change below about -30%; note: % is set by controls: 0 for no effect and ±100 for the full control effect
# Target sequence (P21728 whole entry, looked up): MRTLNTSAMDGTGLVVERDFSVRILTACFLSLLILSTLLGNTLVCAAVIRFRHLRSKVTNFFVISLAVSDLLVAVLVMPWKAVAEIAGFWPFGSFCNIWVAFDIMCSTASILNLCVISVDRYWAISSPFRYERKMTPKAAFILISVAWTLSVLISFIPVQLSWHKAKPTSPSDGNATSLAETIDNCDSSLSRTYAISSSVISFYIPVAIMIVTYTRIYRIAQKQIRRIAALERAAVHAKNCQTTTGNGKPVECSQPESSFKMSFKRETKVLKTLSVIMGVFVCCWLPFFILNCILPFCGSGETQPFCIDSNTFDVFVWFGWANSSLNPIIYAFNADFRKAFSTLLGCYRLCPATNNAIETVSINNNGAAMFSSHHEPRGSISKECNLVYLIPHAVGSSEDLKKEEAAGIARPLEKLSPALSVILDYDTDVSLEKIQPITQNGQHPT
#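 Inducible Hek293 Trex D1 cells (tetracycline, overnight, 30 C). Calcium dye 30–90 min RT. Antagonist mode: EC80 dopamine added after 180 s compound read.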
# Vif-APOBEC3F blk – qHTS for Inhibitors of Vif-A3F Interactions: qHTS | 0.2% of 390,000 active | HeLa A3F-eYFP + Vif (tagged APOBEC3F with the HIV-1 protein that degrades it), YFP fluorescence increase | Potency, µM (doses to about 46.1 µM), without a hit: top-dose activity, negative = active; note: potency is the fitted concentration of half-maximal effect; % of control where 0% means no effect; nearly all actives have a fitted effect of over 65% in size
#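 HeLa cells stably expressing Vif plus C-terminally eYFP-tagged A3F were seeded, incubated overnight at 37 deg C, dosed with compound, incubated overnight again at 37 deg C. Yellow fluorescence (Ex 488/Em 500-530) reported blocked Vif-mediated A3F-eYFP degradation.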
# D2 PAM – HTS Assay for Positive Allosteric Modulators of the Human D2 Dopamine Receptor: Primary Screen for Potentiators; D(2) dopamine receptor (Homo sapiens), P14416; HEK293 T-REx D2, calcium flux, EC20 dopamine potentiation; potentiation, % at 10 µM; 0.34% of 340,000 active; AID 485347, 2010;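 active = potentiation over 3 SD above the plate norm, cut at about 30% in these data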; note: 0% is about no effect
#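 Potentiation of an EC20 dopamine calcium response is measured in a force-coupled, tetracycline-inducible Hek293 Trex D2 line. Compound-only kinetic reads over 180 s flag agonists before dopamine addition.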
# D1 potentiator – Potentiators of Human D1 Dopamine Receptor: qHTS; HEK293 TREx D1 cells, calcium flux, dopamine EC20 potentiation; AID 504651, 2011; 0.036% of 360,000 active; potentiation, % at 10 µM; D(1A) dopamine receptor (Homo sapiens), P21728; in the data active = potentiation above about 30%; note: 0% is about no effect
# Vif-APOBEC3G blk – qHTS for Inhibitors of Vif-A3G Interactions: qHTS; DNA dC->dU-editing enzyme APOBEC-3G (Homo sapiens), Q9HC16; HeLa A3G-eYFP + Vif (tagged APOBEC3G with the HIV-1 protein that degrades it), YFP fluorescence, overnight; Potency, µM (top dose mostly 46.1 µM), inactives show top-dose activity, negative = active, usual class: inhibitors; 0.076% of 410,000 active; AID 602310, 2012;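 note: potency is the fitted concentration of half-maximal effect; % is set by controls: 0 for no effect and ±100 for the full control effect; nearly all actives have a fitted effect of over 60% in size; hits raise eYFP signal because A3G escapes Vif-driven loss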
# Target sequence (Q9HC16 whole entry, looked up): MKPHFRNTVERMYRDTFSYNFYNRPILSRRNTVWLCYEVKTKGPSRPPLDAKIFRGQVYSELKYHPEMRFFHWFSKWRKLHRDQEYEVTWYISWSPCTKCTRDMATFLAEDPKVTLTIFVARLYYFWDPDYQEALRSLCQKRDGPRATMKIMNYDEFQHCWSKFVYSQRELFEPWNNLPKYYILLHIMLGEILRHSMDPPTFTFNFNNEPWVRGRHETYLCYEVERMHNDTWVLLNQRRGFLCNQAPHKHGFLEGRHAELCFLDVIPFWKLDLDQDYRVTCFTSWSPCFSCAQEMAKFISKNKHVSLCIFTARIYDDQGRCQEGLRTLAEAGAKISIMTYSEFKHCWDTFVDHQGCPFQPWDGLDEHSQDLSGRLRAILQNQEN
#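 Read-out is eYFP fluorescence (Ex 488/Em 500-530) from Vif-expressing HeLa A3G-eYFP cells; more signal means A3G escaped Vif-mediated degradation. Cells plated overnight, compound pinned in, incubated overnight at 37 deg C.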
# RXFP1 antagonist – qHTS Assay for Antagonists of the Relaxin Receptor RXFP1 | Relaxin receptor 1 (Homo sapiens), Q9HBX9 | 0.59% of 350,000 active | activity change, negative = inhibition, % at 57.5 µM | HEK293-RXFP1, relaxin-stimulated cAMP HTRF, 30 min; hits give low values;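 active = activity change of -60% or lower, but not beyond a set lower limit; inconclusive = change between -60% and -40%, or beyond the set limit; inactive = change above -40%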; note: % is set by controls: 0 for no effect and ±100 for the full control effect
# D1 agonist – Allosteric Agonists of the Human D1 Dopamine Receptor: qHTS; HEK293 T-REx D1 cells, calcium flux, agonist mode; activation, % at 2 µM; D(1A) dopamine receptor (Homo sapiens), P21728; 1% of 360,000 active; in the data active = activation above about 30%; note: 0% is about no effect
#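 Inducible HEK293 T-REx D1 cells, force-coupled to calcium signalling, were plated at 4000 cells/well with tetracycline and held overnight at 30 C. After no-wash calcium dye loading, compound-evoked calcium rise over 180 s flagged agonists.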
# Numbers without * were called inactive; ? = inconclusive; nt = not tested or not shown. Unless noted, calls come from the whole dose curve; as a rule, active = well fitted curve in the direction sought with a large enough effect; inconclusive = small, poorly fitted or top-dose-only effect, or another doubt; inactive = no such curve, though single readings can be large; an effect the other way counts as inactive or inconclusive. These rows are one share of the data. The share of hits here may be higher or lower than overall.
SMILES,GRP78 ERSR act,RXFP1 ag,D1 antagonist,Vif-APOBEC3F blk,D2 PAM,D1 potentiator,Vif-APOBEC3G blk,RXFP1 antagonist,D1 agonist
COCCNC(=O)C(C)OC(=O)c1cc2occc2n1C (configuration not stated),-1%,-1.4%,-4,-1%,-4,-2,0%,-19,2
CC12CN(Cc3ccccc3)CC(C)(CN(Cc3ccccc3)C1)C2=NO,-7%,1.2%,-6,-6%,14,0,-10%,8,6
CCOc1ccc(C(=O)Nc2nc(C)c(C(=O)OC)s2)cc1,-1%,?,-6,-13%,6,7,-4%,11,3
CCCN(CCC)S(=O)(=O)c1ccc(C(=O)N2CC3CCC(CC3)C2)cc1,-1%,-0.1%,-9,-2%,-4,2,-3%,-13,37*
Cc1nc(NC(=O)c2ccc(Br)o2)sc1C,-8%,0.0%,-11,-3%,-6,0,0%,2,0
COc1ccc(S(=O)(=O)/N=C2\C=C(Nc3ccc(O)cc3)C(=O)c3ccccc32)cc1,-18%,-11%,-4,9%,11,-9,3%,5,5
O=C(CSc1oc(-c2ccc(F)cc2)nc1S(=O)(=O)c1ccccc1)c1ccc(Cl)cc1,-4%,?,2,0%,-1,-1,-1%,-20,6
COc1cc2c(cc1OC)C(SC)=NC(C)(C)C2,-8%,9.9%,-22,-9%,-2,-14,-1%,-11,1
COC(=O)c1sccc1OC(C)C(C)=O (configuration not stated),-1%,1.4%,15,-3%,-10,6,-3%,-12,3
CSc1ccc(CN(C)CC(=O)NCc2ccc(F)cc2)cc1,-5%,0.1%,-17,-10%,-8,-4,0%,-8,0
COc1ccc(OC)c(NC(=O)c2cnc(Nc3ccccc3OC)c3ccccc23)c1,-1%,0.5%,-4,?,4,-1,?,0,3
COc1ncnc2c1N[C@@](C)(O)c1c(F)c(F)c(F)c(F)c1S2,-2%,2.5%,5,4%,2,-4,-6%,-12,5
CC(=O)Nc1cccc(C(=O)OC(C)C(=O)N2CCc3ccccc32)c1 (configuration not stated),0%,0.0%,0,5%,4,-1,0%,-1,23
CN(CC(=O)Nc1cccc(Cl)c1)S(=O)(=O)c1ccc2c(c1)n(C)c(=O)c(=O)n2C,-4%,7.3%,-8,-1%,15,3,1%,-10,4
CC(=O)Nc1ccc(OCCOc2ccc(NC(C)=O)cc2)cc1,-1%,0.4%,4,-9%,-9,0,2%,-4,2
CN1CCN(S(=O)(=O)c2cc([N+](=O)[O-])ccc2N2CCCCCC2)CC1,-7%,-2.1%,-10,-3%,-8,-1,-6%,5,0
CC(C)C(=O)OCc1cc(=O)n2nc(C3CCCCC3)sc2n1,4%,6.4%,-8,-1%,-5,-5,8%,nt,1
COc1ccccc1-n1c(CNC(=O)c2ccc(S(=O)(=O)N3CCOCC3)cc2)n[nH]c1=S,-2%,-0.4%,4,-5%,4,5,1%,24,1
O=c1c([N+](=O)[O-])cc(C(F)(F)F)cn1Cc1cccc(Cl)c1,0%,2.1%,9,2%,-6,1,1%,17,2
CS(=O)(=O)NCc1ccc(C(=O)NC2CCCCC2)cc1,-1%,-0.4%,6,0%,-2,2,1%,-1,5
CCn1c(CNC(=O)c2cccc(C)c2)nnc1SCC(=O)NC1=NCCS1,-2%,-2.0%,15,-1%,7,-2,0%,-6,3
CCN(CC)S(=O)(=O)c1ccc(N/N=C(\C)c2cccnc2)nc1,1%,-1.4%,0,4%,nt,-5,-4%,-8,1
O=C(CN(CCc1ccccc1)S(=O)(=O)c1ccccc1)NCc1ccc(Cl)cc1,-6%,2.7%,-5,-1%,-2,1,3%,-39,12
CCCNC(=O)NC(=O)COc1ccc2oc3ccccc3c2c1,-1%,3.2%,-2,9%,-1,-7,6%,3,6
O=C(NCCN1CCN(Cc2ccccc2)CC1)c1ccc(CS(=O)(=O)c2c(Cl)cccc2Cl)o1,-1%,nt,nt,2%,nt,nt,2%,0,nt
Cn1c2ccccc2c2c(C(=O)NCCCN3CCCC3=O)cn(C3CCCCC3)c(=O)c21,-4%,1.3%,10,0%,32*,9,0%,-1,0
COc1ccccc1CNC(=O)Cc1c(C)c2cc3c(C)coc3c(C)c2oc1=O,-2%,20%,-3,0%,8,3,-3%,-4,-1
Cc1ccc2c(COC(=O)c3c(C)noc3C)cc(=O)oc2c1,3%,2.7%,17,2%,12,-7,-2%,-12,6
CCNC(=S)N/N=C1\C(=O)c2cccc3cccc1c23,-1%,-0.5%,nt,-6%,6,-1,-4%,0,0
COc1ccccc1NS(=O)(=O)c1cc(NC(C)=O)ccc1N1CCCCC1,3%,0.9%,11,11%,-1,6,-4%,-13,4
Cc1cccc(C)c1NC(=O)COC(=O)c1c(C)nn(-c2ccccc2)c1C,1%,0.3%,1,0%,3,-2,-12%,0,0
CCNc1nc(NCC)nc(N(C)n2cnnc2)n1,0%,1.1%,-9,-12%,-11,0,-5%,-1,2
CCCCCCCOC(=O)c1nc(Cl)c(Cl)c(N)c1Cl,-6%,4.2%,-4,9%,-2,1,-3%,-9,5
Cc1nn(Cc2ccc(Cl)cc2)c(C)c1NC(=O)c1cc(-c2ccc3c(c2)OCO3)on1,5%,1.8%,-7,?,4,-2,?,2,6
COc1ccc2ccccc2c1/C=N/NC(=O)c1cccc(Br)c1,-4%,-2.9%,-7,2%,-14,-3,0%,-11,2
CCN(CC)C(=O)Cn1c(=O)n(-c2ccc(Cl)cc2)c(=O)c2c3c(sc21)CCC3,-5%,1.1%,-16,0%,5,2,-1%,-2,-3
CCn1nc(C(=O)NNC(=O)c2ccccc2)c2ccccc2c1=O,8%,-0.2%,3,3%,15,6,-4%,0,1
CC1CCCCC1NC(=O)CN1C(=O)NC(C)(c2ccc(OC(F)F)cc2)C1=O (configuration not stated),-2%,0.2%,-12,-5%,-2,2,-6%,-2,9
Cc1ccc(S(=O)(=O)N2CCC(=O)N(C(COCc3ccc(Cl)cc3)C(C)C)CC2)cc1 (configuration not stated),0%,-0.1%,6,0%,-1,1,-6%,nt,4
COc1ccccc1NNC(=O)C(O)(c1ccccc1OC)c1ccccc1OC,-7%,0.1%,-3,0%,0,6,-7%,-8,4

# For reference, part of the list above.
SMILES,GRP78 ERSR act,RXFP1 ag,D1 antagonist,Vif-APOBEC3F blk,D2 PAM,D1 potentiator,Vif-APOBEC3G blk,RXFP1 antagonist,D1 agonist
Cc1ccc(S(=O)(=O)N2CCC(=O)N(C(COCc3ccc(Cl)cc3)C(C)C)CC2)cc1 (configuration not stated),0%,-0.1%,6,0%,-1,1,-6%,nt,4
COc1ccccc1NNC(=O)C(O)(c1ccccc1OC)c1ccccc1OC,-7%,0.1%,-3,0%,0,6,-7%,-8,4

# Next section:
SMILES,GRP78 ERSR act,RXFP1 ag,D1 antagonist,Vif-APOBEC3F blk,D2 PAM,D1 potentiator,Vif-APOBEC3G blk,RXFP1 antagonist,D1 agonist
Cc1ccc([C@@H]2[C@@H]3C(=O)N(c4ccccc4)C(=O)[C@@H]3[C@]3(C)C(=O)N(Cc4ccc(-c5ccccc5)cc4)CC(=O)N23)o1,-1%,-0.4%,-11,3%,-3,-2,-4%,nt,6
CCS(=O)(=O)c1ccc2c(c1)N(S(=O)(=O)c1ccc(Cl)cc1)CC(C(=O)O)O2 (configuration not stated),-1%,22%,-5,1%,2,2,0%,-33,1
O=C(COC(=O)c1cc[n+]([O-])cc1)Nc1ccc(Cl)cc1[N+](=O)[O-],1%,3.1%,9,-2%,nt,-5,-1%,2,2
CC(C)c1nc(Cl)c(C#N)c2c1COC(C)(C)C2,-1%,-0.5%,8,-3%,5,2,0%,-3,1
CN(Cc1c(C(=O)N/N=C/c2c(F)cccc2Cl)nnn1-c1nonc1N)C1CCCCC1,?,nt,nt,-5%,nt,nt,-3%,2,nt
CN(C)c1nc(N/N=C/c2c[nH]c3ccccc23)nc(N2CCOCC2)n1,-5%,-2.9%,-4,7%,22,6,0%,7,3
COc1ccc(-c2cc(C(=O)Nc3cccc(S(=O)(=O)NCc4ccco4)c3)c3ccccc3n2)cc1OC,1%,1.9%,4,-1%,4,4,-1%,-2,4
Cc1nn2cnnc2c(C)c1Cc1ccc(Cl)cc1,-1%,-1.5%,13,1%,3,-5,1%,13,3
COc1cc(C2Nc3cc(C)c(C)cc3NC3=C2C(=O)CC(C)(C)C3)ccc1OC(C)=O (configuration not stated),-2%,-2.0%,4,1%,17,-1,1%,-3,3
CCc1ccccc1NC(=O)CN1CCN(C(=O)CNC(=O)Cc2cccc3ccccc23)CC1,-5%,-0.1%,3,1%,0,-4,-4%,-2,0
O=C(NCCNc1ccccc1[N+](=O)[O-])c1ccccc1F,1%,-2.2%,18,4%,-10,7,1%,1,7
CCC(c1nnnn1CCOC)N(Cc1ccc(C)cc1)Cc1cc2cc(OC)ccc2[nH]c1=O (configuration not stated),3%,5.8%,-11,-4%,-3,3,1%,nt,4
CCOC(=O)C1CCN(c2c(Nc3ccc(C)c(C)c3)c(=O)c2=O)CC1,0%,-3.5%,-12,1%,-26,-4,-9%,-5,0
COCCn1c(=N)c(C(=O)NCCc2ccc(OC)cc2)cc2c(=O)n3cccc(C)c3nc21,-6%,1.0%,7,-20%,18,-3,2%,-13,0
CN(C(=O)c1cccc(NC(=O)c2ccccc2)c1)C1CCCCC1,-5%,0.7%,-10,-1%,-12,9,0%,-3,1
NC(=O)C1CCN(C(=O)CCc2nc3sc4c(c3c(=O)[nH]2)CCCC4)CC1,-2%,0.7%,-13,16%,4,-2,-1%,-7,6
CCOC(=O)N1CCN(c2nc(C)c3c(n2)CCCC3=O)CC1,1%,2.1%,-6,-3%,11,-2,-3%,-9,8
